# Arrestin-AP2 inh – inhibitors of beta-arrestin/AP2 binding, primary screen, biochemical, GPCR trafficking, flow cytometry; FITC-arrestin peptide / GST-AP2 beads; AP2 beta2 appendage carries R879A mutation; 340,000 compounds, 0.31% hits; inhibition, % at 10 µM;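 active means inhibition above a set limit, near 3 SD of compounds lacking own fluorescence, cut at about 54% in these data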;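 further: plate controls were DMSO wells for no effect and 5 µM unlabelled arrestin peptide for full effect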
#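 System: GST-AP2 R879A glutathione beads; medium: PBS, Tween 20 0.05%, BSA 0.1%; reagent: fluorescein-tagged arrestin peptide at 50 nM final; schedule: pre-incubation 12 min, peptide binding 1 h, room temperature; detection: flow cytometry, FL1 (488/535 nm); read-out: inhibition as reduced fluorescein signal on beads, percent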
# PKA-R1A act – activators of PKA-R1A holoenzyme, primary screen, biochemical, fluorescence polarization, Cy5-IP20, bovine R1A, mouse PKAc; PKA-R1A dissociation; scaled: DMSO 0%, 113 µM cGMP 100%; activation, % at 11.4 µM; 340,000 compounds, 0.083% hits;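 active means percent activation above the mean of all tested compounds plus 3 SD, cut at about 19% in these data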;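 further: higher means more PKAc released from R1A so a rise in polarization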
# HTR5A inv ag – HTR5A inverse agonists in luminescence cell assay, primary screen, counter-screen for OPRM1-OPRD1 heterodimer inverse agonist project, full-deck HTS; 5-hydroxytryptamine receptor 5A (Homo sapiens), P47898; inhibition, % at 9.3 µM; AID 504634, 2011; 340,000 compounds, 0.083% hits; HTR5A cell line, inverse agonism; in the data active means inhibition mostly above about 23%, no sharp cut-off; inactive means mostly below about 18%;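 further: 0% = cells with DMSO and 100% = no-cell wells with DMSO; some compounds called inactive have numbers as strong as hits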
# Target sequence (P47898 whole entry, looked up): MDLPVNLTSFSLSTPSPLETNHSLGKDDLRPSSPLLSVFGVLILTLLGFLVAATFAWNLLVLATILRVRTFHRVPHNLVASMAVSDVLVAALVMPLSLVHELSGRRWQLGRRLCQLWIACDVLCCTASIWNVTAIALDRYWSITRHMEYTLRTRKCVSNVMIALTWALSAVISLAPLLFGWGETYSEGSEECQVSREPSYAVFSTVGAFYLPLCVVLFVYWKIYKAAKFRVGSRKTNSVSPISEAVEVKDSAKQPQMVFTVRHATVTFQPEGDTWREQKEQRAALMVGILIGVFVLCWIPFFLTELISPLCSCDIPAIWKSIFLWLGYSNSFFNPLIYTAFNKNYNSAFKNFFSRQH
# OPRM1-OPRD1 inv – inverse agonists of MOR-DOR heterodimerization, primary screen, cell-based, luminescence; 340,000 compounds, 0.21% hits; AID 504357, 2011; Mu-type opioid receptor (Homo sapiens) + Delta-type opioid receptor (Homo sapiens), …; cell-based MOR-DOR heterodimer luminescence, inverse agonism; inhibition, % at 9.3 µM; in the data active means inhibition above about 22%, passing the limit was not always enough;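 further: 0% = cells with DMSO and 100% = wells without cells with DMSO; values of inactives mirror those of a sister screen read the other way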
# MOR-DOR ag – agonists of OPRM1-OPRD1 heterodimerization, primary screen, cell-based, luminescence | Mu-type opioid receptor (Homo sapiens) + Delta-type opioid receptor (Homo sapiens), … | cells | activation, % at 9.3 µM | 340,000 compounds, 0.3% hits | AID 504326, 2011; in the data active means activation above about 18%;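 further: 0% = vehicle-treated cells and 100% = reference agonist; values of inactives mirror those of a sister screen read the other way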
# DAGLB inh – DAGLB lipase inhibitors, primary screen, biochemical, fluorescence, HTS. Diacylglycerol lipase-beta (Homo sapiens), Q8NCG7. HEK293T DAGLB membrane lysate, EnzChek fluorogenic substrate. inhibition, % at 5.17 µM. 340,000 compounds, 0.059% hits; in the data active means inhibition above about 34%;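 further: 0% = enzyme with vehicle and 100% = wells lacking enzyme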
# Target sequence (Q8NCG7 whole entry, looked up): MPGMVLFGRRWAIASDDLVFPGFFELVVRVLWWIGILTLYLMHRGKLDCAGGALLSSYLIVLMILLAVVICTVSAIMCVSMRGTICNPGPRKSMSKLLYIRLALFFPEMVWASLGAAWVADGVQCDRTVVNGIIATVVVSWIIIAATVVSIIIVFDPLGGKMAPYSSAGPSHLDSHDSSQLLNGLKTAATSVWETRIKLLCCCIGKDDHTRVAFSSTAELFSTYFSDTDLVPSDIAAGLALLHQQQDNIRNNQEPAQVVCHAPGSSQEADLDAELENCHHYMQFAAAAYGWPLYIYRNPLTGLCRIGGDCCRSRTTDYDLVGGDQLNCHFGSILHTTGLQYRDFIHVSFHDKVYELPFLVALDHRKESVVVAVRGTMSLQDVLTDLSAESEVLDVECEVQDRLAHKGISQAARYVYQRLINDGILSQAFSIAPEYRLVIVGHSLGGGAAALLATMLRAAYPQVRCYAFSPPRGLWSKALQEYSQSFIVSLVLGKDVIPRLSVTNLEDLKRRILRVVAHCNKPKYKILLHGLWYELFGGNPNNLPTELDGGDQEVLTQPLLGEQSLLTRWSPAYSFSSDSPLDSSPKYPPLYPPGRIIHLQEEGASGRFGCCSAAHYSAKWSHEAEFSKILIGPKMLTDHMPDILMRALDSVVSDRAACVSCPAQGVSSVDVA
# HTR5A ag ctr – HTR5A agonists in luminescence cell assay, primary screen, counter-screen for OPRM1-OPRD1 heterodimer agonist project, full-deck HTS; cell-based; 340,000 compounds, 0.61% hits; activation, % at 9.3 µM; 5-hydroxytryptamine receptor 5A (Homo sapiens), P47898; in the data active means activation mostly above about 9.5%, no sharp cut-off; inactive means mostly below about 7.6%;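 further: 0% = cells with vehicle only and 100% = reference agonist; strong numbers were not always called active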
# DSG3 Ab inh – inhibitors of pemphigus antibody binding to DSG3, primary screen, biochemical, bead-based, flow cytometry, scFv-GFP; DSG3-coupled beads, scFv-anti-DSG3-GFP binding; active compounds read low; binding (percent of control), % at 10 µM; 310,000 compounds, 0.48% hits;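 active means binding more than 3 SD below its plate's average and above zero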;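 further: hits lower antibody fragment binding to DSG3; some compounds called inactive have numbers as strong as hits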
# V-ATPase pH – regulators of yeast V-ATPase proton pumping, primary screen, pHLuorin cytosolic pH fluorescence; S. cerevisiae; response, % at 10 µM; 350,000 compounds, 0.37% hits; in the data active means response mostly above about 7.3%, no sharp cut-off; inactive means mostly below about 5.4%; further: actives read high; inactives centre near 0; some compounds called inactive have numbers as strong as hits; reference of the scale not given here
# PKA-R2B act – activators of PKA-R2B holoenzyme, primary screen, biochemical, fluorescence polarization, Cy5-IP20, human; PKA-R2B holoenzyme dissociation; R2B truncated from residue 108, S112A mutant; 0% DMSO only, 100% 113 µM cGMP; activation, % at 11.4 µM; 340,000 compounds, 0.079% hits;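 active means activation above a cutoff set at the mean over all compounds plus 3 SD, cut at about 18% in these data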;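 further: higher means more holoenzyme dissociation and a rise in polarization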
# Active calls of the source: *; . = no result given.
SMILES,Arrestin-AP2 inh,PKA-R1A act,HTR5A inv ag,OPRM1-OPRD1 inv,MOR-DOR ag,DAGLB inh,HTR5A ag ctr,DSG3 Ab inh,V-ATPase pH,PKA-R2B act
COCCNC(=O)C(Cc1c[nH]c2ccccc12)NC(=O)OCc1ccccc1 (configuration not stated),-5,0,-10,9,-1.8,-1,3,111,1,-4
Nn1cc(-c2ccccc2)nc1SCC(=O)Nc1ccc2c(c1)OCO2,0,-13,3,6,-1.3,-3,2,77,2,-3
O=C(c1cccc(Cl)c1)C1CCCN(C(=O)c2ccc3c(c2)OCO3)C1 (configuration not stated),-2,-2,-5,9,-1.8,-3,2,94,3,-17
COc1ccc(S(=O)(=O)N2CCCCC2)cc1NC(=O)c1[nH]c(C)c(C(C)=O)c1C,8,-3,8,7,-1.1,-1,-2,103,-1,2
COC(=O)c1c(C)[nH]c(C(=O)COc2ccc3ccc(=O)oc3c2)c1C,28,2,17,10,-2.5,-1,-7,.,1,-15
COc1ccc2nc(NC(=O)CN(C)S(=O)(=O)c3cccs3)sc2c1,30,4,-46,11,-2.0,-3,-2,104,-3,2
COCCOC(=O)c1c(C)oc2ccc(OS(C)(=O)=O)cc12,6,-2,7,10,-2.1,2,-3,98,3,-4
Cc1csc(NC(=O)C(CC(C)C)NS(=O)(=O)c2ccc3c(c2)oc(=O)n3C)n1 (configuration not stated),3,-2,17,5,-0.9,1,-6,101,1,8
COc1ccc2[nH]c(C)c(CCN(Cc3cccs3)C(=S)Nc3ccccc3)c2c1,34,-1,-11,0,0.0,2,4,99,1,6
CN(Cc1ccccc1)C(=O)c1ccc(NC(=O)Cc2cccc(NC(=O)C3CCCN(C(=O)C4CCC4)C3)c2)cc1 (configuration not stated),24,0,-7,12,-2.7,0,5,103,0,-5
COc1cc(CN2CC(=O)N(c3cc(Cl)ccc3C)C2=S)cc(OC)c1OC,0,0,-4,-9,1.9,-7,1,94,1,-2
O=C(Nc1cc(Cl)ccn1)C1(c2ccccc2)CC1(Cl)Cl (configuration not stated),12,-9,5,-57,11,-7,-4,105,9,-7
O=C(NC1CCCC1)C(c1ccccn1)N(Cc1ccc(F)cc1)C(=O)c1csnn1 (configuration not stated),2,2,-44,15,-2.9,0,-4,100,-3,-2
O=C(NCc1ccncc1)c1ccc(Cl)c(S(=O)(=O)N2CCOCC2)c1,-8,1,-14,12,-2.1,-1,0,101,-1,-8
COc1ccc(C(=O)NCCN2CCN(C(=O)c3ccc(OC)c(OC)c3)CC2)cc1OC,0,-9,2,9,-1.5,-1,1,98,-7,-1
CCSc1nc2[nH]ncc2c(=O)[nH]1,0,-5,-44,2,-0.4,1,4,.,-3,-23
COc1ccccc1N1CCN(C(=O)Cn2nc(C(F)(F)F)c3c2CCC3)CC1,1,-5,-5,-2,0.3,-3,2,109,2,10
COc1ccccc1N(Cc1cc(=O)[nH]c2ccccc12)C(=O)c1ccccc1,-11,-6,-1,11,-2.1,2,-8,108,3,-9
CC1=Nn2c(nc(-c3ccccc3)c2-c2ccccc2)NC(=O)C1Br (configuration not stated),4,0,4,10,-2.2,2,2,114,7,5
COc1ccc(C(=O)N/N=C(\C)c2ccc(NC(=O)Cc3ccccc3)cc2)c(OC)c1,2,-3,12,6,-1.2,-1,3,114,2,-4
CCCCOc1ccccc1C1C(C(N)=O)=C(C)Nc2nnnn21 (configuration not stated),28,-8,-37,5,-0.8,-1,5,98,2,3
CCOC(=O)c1c(NC(=O)C2CC2)sc2c1CC(C)(C)OC2,13,3,-7,-22,4.1,-2,2,103,-3,0
CCCCCCCC/C=C\CCCCCCCC(=O)NCCc1ccc(O)c(O)c1,-7,-7,-54,-14,2.6,-1,8,96,-4,-4
COc1cccc(S(=O)(=O)N2CCN(C(=O)c3ccco3)CC2)c1,-10,-18,-14,6,-1.1,-3,-3,101,1,-15
CC[C@@H](Nc1ncnc2c1oc1ccccc12)C(=O)O,5,-18,-5,-5,0.9,-1,2,108,10,16
Cc1cnc(NC(=O)Cc2ccc(Br)cc2)s1,32,1,9,-3,0.6,1,-3,101,-2,-7
Cc1cccc(CSc2nnc(Cn3c(=O)sc4ccccc43)n2C)c1,34,6,9,-8,1.6,-2,-3,108,3,4
COC(=O)[C@H](CC(C)C)NC(=O)N1CCN(c2cccc(C(F)(F)F)c2)CC1,-9,-2,-19,8,-1.5,-2,1,112,2,-6
O=C(NCCN1CCOCC1)c1cc(-c2ccc(Cl)c(Cl)c2)on1,16,3,-14,5,-0.8,-1,0,.,-3,-11
CC(Sc1nnc(NC2CC2)s1)C(=O)Nc1ccc(S(N)(=O)=O)cc1 (configuration not stated),-2,5,3,12,-2.4,-2,-1,.,6,1
Cc1nc2ccccc2c2nc3ccccc3n12,-11,7,8,12,-2.0,-4,0,100,3,0
CC1CCC(NC(=O)c2cccn2C)CC1 (configuration not stated),9,4,-4,-15,2.3,4,1,111,2,-2
CC(C)=CCN1CCN(Cc2c(C)nn(C)c2Cl)CC1CCO (configuration not stated),23,-2,11,3,-0.5,0,1,100,1,-8
NC(=O)c1ncn([C@@H]2O[C@H](CNCc3cc(Cl)ccc3OCc3ccc(Cl)cc3)[C@@H](O)[C@H]2O)n1,9,-11,14,17,-3.7,1,-4,104,2,0
COC1(OC)N=C(N)C2(C#N)C(c3ccccc3)NC(C)=CC12C#N (configuration not stated),-13,-6,-13,4,-0.8,2,5,98,0,4
O=C(NCc1cccc(F)c1)c1cccc(OC2CCN(C(=O)C3CC3)CC2)c1,-3,5,-12,3,-0.4,-2,0,101,-3,2
Nc1c(N(Cc2ccco2)C(=O)COc2ccccc2F)c(=O)[nH]c(=O)n1Cc1ccccc1,19,-4,2,-4,0.9,3,-1,.,3,5
COc1ccc(CC(=O)OCC(=O)Nc2c(C)n(C)n(-c3ccccc3)c2=O)cc1OC,2,5,19,5,-1.2,1,-8,.,1,0
C=CCNC(=S)NNC(=O)c1ccc(OCCCC)cc1,1,11,-33,-11,2.0,1,3,103,-3,7
COc1cc(/C=C2\NC(=S)N(C)C2=O)ccc1OCc1ccccc1F,-1,1,-38,-8,1.5,-3,10,91,2,-1
CCOc1ccc(NC(=O)CCS(=O)(=O)c2ccc(C)cc2)cc1,-5,3,5,7,-1.6,1,-1,101,-1,-5
Nc1c(N(CCC2=CCCCC2)C(=O)COc2ccc(F)cc2)c(=O)[nH]c(=O)n1Cc1ccccc1,-2,1,1,-23,6.0,10,0,.,-1,3
O=C(CSc1n[nH]c(-c2ccccc2)n1)Nc1ccc(F)cc1F,-7,-10,19,2,-0.6,-3,-5,108,4,7
O=CN1CCC(=O)N(Cc2ccccc2)c2ccccc21,8,11,-15,3,-0.6,4,6,107,1,5
Cc1ccc(C)c2[nH]c(=O)c(C(c3nnnn3C3CCCC3)N3CCOCC3)cc12 (configuration not stated),4,-10,-8,20,-3.9,3,-4,104,4,2
O=C(Nc1ccccc1C(F)(F)F)C1CCN(C(=O)Cc2ccccc2)CC1,27,-5,-3,5,-0.9,1,1,104,-4,-4
Cc1nc(Nc2ccc(Cl)cc2)c2oc3ccccc3c2n1,5,-13,-5,-19,3.7,-3,1,94,2,-8
CCn1ncc(Br)c1C(=O)Nc1cc(C)cc(C)c1,0,3,-9,-2,0.3,0,4,93,7,-14
C[C@@H]1CN([C@@H](C)CO)S(=O)(=O)c2ccc(C#Cc3cccc(F)c3)cc2O[C@H]1CN(C)S(=O)(=O)c1cn(C)cn1,.,3,.,.,.,-2,.,.,-1,7
Cc1cc(Br)ccc1NC(=O)CNC(=O)CN(C)Cc1nc2ccccc2c(=O)[nH]1,7,-10,-5,-1,0.2,-1,2,99,-3,5

# Among those listed so far, these have an NH in an aromatic ring.
SMILES,Arrestin-AP2 inh,PKA-R1A act,HTR5A inv ag,OPRM1-OPRD1 inv,MOR-DOR ag,DAGLB inh,HTR5A ag ctr,DSG3 Ab inh,V-ATPase pH,PKA-R2B act
COCCNC(=O)C(Cc1c[nH]c2ccccc12)NC(=O)OCc1ccccc1 (configuration not stated),-5,0,-10,9,-1.8,-1,3,111,1,-4
COc1ccc(S(=O)(=O)N2CCCCC2)cc1NC(=O)c1[nH]c(C)c(C(C)=O)c1C,8,-3,8,7,-1.1,-1,-2,103,-1,2
COC(=O)c1c(C)[nH]c(C(=O)COc2ccc3ccc(=O)oc3c2)c1C,28,2,17,10,-2.5,-1,-7,.,1,-15
COc1ccc2[nH]c(C)c(CCN(Cc3cccs3)C(=S)Nc3ccccc3)c2c1,34,-1,-11,0,0.0,2,4,99,1,6
CCSc1nc2[nH]ncc2c(=O)[nH]1,0,-5,-44,2,-0.4,1,4,.,-3,-23
COc1ccccc1N(Cc1cc(=O)[nH]c2ccccc12)C(=O)c1ccccc1,-11,-6,-1,11,-2.1,2,-8,108,3,-9
Nc1c(N(Cc2ccco2)C(=O)COc2ccccc2F)c(=O)[nH]c(=O)n1Cc1ccccc1,19,-4,2,-4,0.9,3,-1,.,3,5
Nc1c(N(CCC2=CCCCC2)C(=O)COc2ccc(F)cc2)c(=O)[nH]c(=O)n1Cc1ccccc1,-2,1,1,-23,6.0,10,0,.,-1,3
O=C(CSc1n[nH]c(-c2ccccc2)n1)Nc1ccc(F)cc1F,-7,-10,19,2,-0.6,-3,-5,108,4,7
Cc1ccc(C)c2[nH]c(=O)c(C(c3nnnn3C3CCCC3)N3CCOCC3)cc12 (configuration not stated),4,-10,-8,20,-3.9,3,-4,104,4,2
Cc1cc(Br)ccc1NC(=O)CNC(=O)CN(C)Cc1nc2ccccc2c(=O)[nH]1,7,-10,-5,-1,0.2,-1,2,99,-3,5

# Not a hit list; overall some 2.4% were active at least once.
